High-throughput results (PubChem BioAssay)
NPYLR7 agonist: activates Aedes aegypti NPYLR7 receptor; HEK293T NPYLR7/Galpha15, GCaMP6s calcium fluorescence; activation, % at 10 µM; actives 0.15% (n = 270,000); AID 1259423; in the data active = activation above about 40%;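 also: 0% = vehicle and 100% = reference agonist at the receptor; some compounds past the cut are filed as inactive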
hcGAS lum: human cGAS inhibition | Q8N884 | recombinant h-cGAS, ATP depletion, Kinase-Glo luminescence | inhibition, % at 12.5 µM | actives 0.081% (n = 290,000) | AID 1259398;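 also: 0% = vehicle reaction and 100% = reaction without DNA for no activity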
Target sequence (Q8N884 whole entry, looked up): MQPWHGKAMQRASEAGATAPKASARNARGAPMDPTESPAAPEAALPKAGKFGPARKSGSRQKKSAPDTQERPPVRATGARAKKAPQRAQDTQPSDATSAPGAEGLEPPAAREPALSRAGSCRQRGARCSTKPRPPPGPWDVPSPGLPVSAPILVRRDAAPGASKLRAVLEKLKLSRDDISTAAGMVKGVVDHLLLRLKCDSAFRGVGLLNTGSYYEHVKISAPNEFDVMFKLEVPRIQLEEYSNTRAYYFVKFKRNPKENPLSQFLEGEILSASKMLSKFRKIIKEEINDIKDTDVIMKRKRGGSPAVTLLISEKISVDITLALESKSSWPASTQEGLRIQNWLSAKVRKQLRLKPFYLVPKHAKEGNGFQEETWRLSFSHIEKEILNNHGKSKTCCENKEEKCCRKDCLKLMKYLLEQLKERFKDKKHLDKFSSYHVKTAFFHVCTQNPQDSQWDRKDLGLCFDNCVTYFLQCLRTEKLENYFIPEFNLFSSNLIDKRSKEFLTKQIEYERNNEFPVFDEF
mcGAS inh: inhibitors of mouse cGAS | Q8C6L5 | recombinant cGAS, Kinase-Glo ATP depletion luminescence | inhibition, % at 12.5 µM | actives 0.15% (n = 160,000);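 also: 0% = negative control wells and 100% = reference inhibitor with no enzyme activity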
Numbers without * were called inactive; . = not tested or not shown; & = joins results of further samples. Rule as the data show it, unless noted: active = inhibition above about 40%; inactive = the rest.

item	mol	NPYLR7 agonist	hcGAS lum	mcGAS inh
1	Cc1nc(N2CCOCC2)sc1C(=O)NNC(=O)CCc1ccccc1	-1	-1	-3
2	Cc1nc(C)c(Cc2ccccc2Cl)c(N2CCN(C(=O)c3cccc4ccccc34)CC2)n1	0	-14	-7
3	Brc1ccc(-c2nnco2)cc1	5	1	.
4	CCOC(=O)c1cccnc1Oc1cccc(NC(=O)/C=C\c2ccc(OC)cc2)c1	-9	-2	-6
5	CNC(=O)[C@H]1C[C@]2(CCCCNC2=O)N(C(=O)Cc2ccc(OC)cc2)[C@H]1c1ccco1	2	-4	-6
6	Cc1cc(=O)[nH]c(-n2nc(C3CC3)cc2NC(=O)c2c(F)cccc2F)n1	1	-8	.
7	CCC(C)Sc1nnc(CSc2nc(C)cc(C)n2)n1C (configuration not stated)	0	-4	-8
8	C/C(=C/C(=O)NCc1ccc[nH]1)c1ccccc1F	-4	3	.
9	CCCN(CCc1c[nH]c2ccc(NC(=O)CO[C@@H]3C[C@H](C)CC[C@H]3C(C)C)cc12)CC1CC1	0	-4	-3
10	O=c1c2cnc3nc(-c4ccc(Cl)cc4)nn3c2ccn1CC1CCCO1 (configuration not stated)	0	6	.
11	COc1ccc(-c2c[nH]c(=S)n2-c2ccc(OC(F)F)cc2)cc1	-9	0	-7
12	O=C(c1ccco1)N(Cc1cccc(F)c1)CC1CC(c2ccc(Cl)cc2)=NO1 (configuration not stated)	10	1	-2
13	COc1ccc(-c2noc(CCNCC(O)COc3ccccc3C)n2)cc1OC (configuration not stated)	4	-12	-6
14	O=S(=O)(Cc1ccc(Cl)cc1)c1ccc(NCc2ccccn2)nn1	-4	-7	-7
15	O=C(Nc1ccnn1C1CCN(CC2CC=CCC2)CC1)C1CCCC1 (configuration not stated)	0	-2	.
16	O=C(Cn1cnnn1)N(CC(F)F)c1cccc(Cl)c1	1	-5	.
17	COc1ccc(NC(=O)Cn2nc(SC)c(S(=O)(=O)c3ccccc3)c2N)c(OC)c1	-1	-3	-8
18	Cc1cc(C)c(OCC(=O)NS(=O)(=O)c2c(C)noc2C)c(C)c1	7	-10	.
19	Cc1cc(C)cc(NC(=O)CSc2cn(CC(=O)N3CCOCC3)c3ccccc23)c1	-4	-8	-8
20	COC(=O)Cn1c(-c2ccccc2)cn2c3c(=O)n(C)c(=O)n(C)c3nc12	12	-8	.
21	COCCC1CN(Cc2nc(C)cs2)CCO1 (configuration not stated)	.	-5	-4
22	CCC(=O)NC1CCCN(CCS(=O)(=O)c2ccc(Br)cc2)C1 (configuration not stated)	3	-7	.
23	COc1ccc(NC(=O)N2CCSC23C(=O)N(Cc2ccc(F)cc2F)c2ccc(C)cc23)cc1 (configuration not stated)	9	-3	-4
24	O=[N+]([O-])c1c(Cl)ncnc1N1CCCCCC1	13	-9	.
25	COc1cc(/C=N\NC(=O)CSc2nnc(-c3ccccc3)n2-c2ccccc2)ccc1O	-6	-5	.
26	COc1ccc(OCC(=O)NNC(=O)c2ccc(N3CCCC3=O)cc2)cc1	1	-8	.
27	CCSC1(SCC)N=C(N)C2(C#N)C(c3ccccc3Br)C12C#N (configuration not stated)	8	0	.
28	Cc1ccc2nc(SCC(=O)c3ccc(Cl)cc3)nc(=O)n2c1	3	-7	-8
29	Cc1ccc(N[P+](c2ccncc2)(N2CCCC2)C(C)(C)C)cc1Cl (configuration not stated)	5	-9	-4
30	Cc1nn(-c2ccc(Nc3ccc(NC(=O)Nc4cccc(F)c4)cc3)nn2)c(C)c1C	-3	0	-3

The closing four entries of the part before open the next one:
item	mol	NPYLR7 agonist	hcGAS lum	mcGAS inh
27	CCSC1(SCC)N=C(N)C2(C#N)C(c3ccccc3Br)C12C#N (configuration not stated)	8	0	.
28	Cc1ccc2nc(SCC(=O)c3ccc(Cl)cc3)nc(=O)n2c1	3	-7	-8
29	Cc1ccc(N[P+](c2ccncc2)(N2CCCC2)C(C)(C)C)cc1Cl (configuration not stated)	5	-9	-4
30	Cc1nn(-c2ccc(Nc3ccc(NC(=O)Nc4cccc(F)c4)cc3)nn2)c(C)c1C	-3	0	-3
31	CCOc1ccc(C(=O)NC2CC3CCC(C2)N3Cc2ccoc2)cc1 (configuration not stated)	4	-1	-2
32	COc1ccc(CNc2sc(S(C)(=O)=O)nc2S(=O)(=O)c2ccc(C)cc2)cc1	2	-1	-2
33	COc1ccc(NC(=O)Cn2c(-n3nc(C)cc3C)nc3c(c2=O)CCCC3)c(OC)c1	16	2	1
34	FC(F)(F)c1cccc(SCc2csc(Cc3ccc(Cl)c(Cl)c3)n2)c1	3	-10	-9
35	CC(C)(C)CC(C)(C)Nc1c(-c2ccccc2Cl)nc2ccc(Cl)cn12	12	-3	.
36	CCOC(=O)c1ccccc1NC(=O)CSc1n[nH]c(=O)c2cc(-c3ccco3)nn12	-3	-6	-7
37	Nc1c(C(=O)NCc2cccs2)c2nc3ccccc3nc2n1/N=C\c1cccnc1	32	-6	-9
38	COc1cccc(NC(=O)CSc2nc(=O)n(CCCN(C)C)c3c2CCCC3)c1	1	1	-4
39	O=C(Cn1c(-c2nnco2)cc2ccccc21)c1ccccc1	1	-6	-8
40	CCOC(=O)CCC(=O)Nc1ccc(-c2onc3c2CCc2cc(OC)ccc2-3)cc1	4	-7	-7
41	Nc1nc(SCC(=O)N2CCOCC2)n[nH]1	0	-4	.
42	O=C(c1ccccc1)N1CCc2ccccc2C1c1ccc(Cl)cc1 (configuration not stated)	25	-11	-3
43	COc1cc(C)ccc1S(=O)(=O)Nc1cccc(C)c1C	-2	-7	-6
44	N#Cc1ccc(/C=C/c2nc(-c3ccc(F)cc3)cs2)cc1	3	-8	.
45	CN1C(=O)C(Cc2c[nH]c3ccccc23)NC1=S (configuration not stated)	-18	0	.
46	Cc1c(C(C)NCc2ccc(C#Cc3cncnc3)cc2)cnn1-c1ccc(F)cc1F (configuration not stated)	1	-9	-9
47	COCC1CCCCN1c1nc2nonc2nc1NCc1cccs1 (configuration not stated)	3	-5	.
48	CCOc1ncccc1CN1CCCC(C(=O)NC23CC4CC(CC(C4)C2)C3)C1 (configuration not stated)	-13	-3	-2
49	O=C(CS(=O)Cc1ccc(F)cc1)Nc1ccc(F)cc1F (configuration not stated)	-5	-9	.
50	O=[N+]([O-])c1ccc2[nH]c(O)c(N=Nc3cccc(C(F)(F)F)c3)c2c1	4	-9	.
51	COc1ccc(-c2nc(N3CCCC3)c3ccc(Cl)cc3n2)cc1	0	2	-2
52	COC(=O)c1ccc(N2CCOC(C(F)(F)F)C2)nc1 (configuration not stated)	7	-5	-14
53	c1csc(-c2cc(CSc3nnc(C4CC4)n3C3CC3)no2)c1	0	-6	-4
54	O=C(c1cc(Cl)c2nc3ccccn3c(=O)c2c1)c1cc(F)ccc1O	3	-5	-15
55	CC1Oc2ccccc2C=C1/C=c1\sc2nc(=O)c(Cc3ccc(F)cc3)nn2c1=O (configuration not stated)	6	-21	6
56	C=CCCC(=O)N1CCN(Cc2cc(=O)c(OCc3ccc(C(F)(F)F)cc3)co2)CC1	-8	1	2
57	CCCSc1ncccc1C(=O)NCCc1cccc(F)c1	-10	-4	-4
58	CC(C)NC(=O)CNC(=O)c1ccc(Cl)c(NC(=O)c2cccs2)c1	0	-9	.
59	O=C1COCc2ccc(-c3cc4ccccc4o3)cc2N1CC1CC1	6	-5	.
60	O=C(OCc1cc(-c2ccc(F)cc2F)on1)c1ccc(Br)o1	0	-6	.
61	CN1CCC(OC(=O)c2ccc3cc(C(=O)OC4CCN(C)CC4)ccc3c2)CC1	-2	-4	.
62	COc1ccc(/C=C(/C#N)S(=O)(=O)C2CCCCC2)cc1	7	-8	.
63	Cn1ncc2c(=O)n(CC(=O)Nc3cccc(S(N)(=O)=O)c3)cnc21	4	-4	-3
64	O=C(c1c[nH]c(=O)c(Cl)c1)N1CCOC(COCc2ccc(F)cc2Cl)C1 (configuration not stated)	28	-4	.
65	CCOC(=O)Cc1c(C)nc2ncnn2c1N1CCC(c2ccccc2)CC1	.	-7	-8
66	CCC12CC3CC(O)(C1)CC(C(=O)NCc1ccc(O)c(OC)c1)(C3)C2 (configuration not stated)	4	-1	-7
67	Clc1ccc(-c2nc(-c3ccncc3)no2)cc1	2&23	0&-3	-2
68	CCn1c(-c2ccc(Cl)cc2)nn(CN2CCN(c3nccs3)CC2)c1=S	9	-6	.
69	CCOC(=O)C1CCCN(C2CCN(Cc3nc(CCc4ccccc4)no3)CC2)C1 (configuration not stated)	3	-6	.
70	O=C(COc1ccc(C=C2C(=O)OC3(CCCCC3)OC2=O)cc1)Nc1ccccc1	-2	-6	.
71	Cc1ccccc1C(=O)Nc1cccc(-c2cccc(-c3ccc4c(c3)OCCO4)n2)c1	4	-4	-6
72	CC(C)NC(=O)C1(C)CCN1C(=O)c1ccc(C#N)cc1 (configuration not stated)	5	-13	-6
73	COc1ccc(-c2nnc3ccc(-c4ccc(N5CCOCC5)cc4)cn23)cc1OC	7	-4	-5
74	Cn1c(=O)oc2ccc(NC(=O)NCC3(c4ccccc4)CC3)cc21	3	-10	.
75	COc1ccc(-c2[nH]ncc2CN(C)Cc2nc3ccccc3o2)c(OC)c1	4	4	.
76	COc1cccc(C(=O)NCC2CCCN(Cc3ccc(C)s3)C2)c1OC (configuration not stated)	-8	-9	.
77	CCN1CCN(C(=O)c2ccc(CSc3nnc(-c4cccnc4)n3-c3cccc(C)c3)cc2)CC1	3	-2	-6
78	COc1ccc(C(C2Sc3nc(C)nn3C2=O)N2CC(C)CC(C)C2)cc1 (configuration not stated)	6	-8	.
79	Cc1cccc2[nH]c(CNC(=O)C(c3cccnc3)N3CCCC3)nc12 (configuration not stated)	-1	-11	-12
80	CS(=O)(=O)/C(C#N)=C/c1ccc(-c2ccc(Cl)c(Cl)c2)o1	10	-10	.
81	OCCN(CCO)c1ncnc2c1sc1nc(N3CCOCC3)c3c(c12)CCCC3	-3	-8	.
82	COc1ccc(OC)c(CCNC(=O)c2cccc(N3C(=O)C(C)CS3(=O)=O)c2)c1 (configuration not stated)	-10	-1	.
83	C=CCOc1ccc(/C=N\Nc2nc(C)cc(COC)c2C#N)cc1OC	0	-3	-6
84	COc1cccc(CNC(=O)CCC2CCCN(C(=O)Cn3nc4ccccc4n3)C2)c1 (configuration not stated)	11	-2&-4	.
85	Cc1c(CCNS(=O)(=O)c2ccc(F)cc2)sc2nc(-c3ccc(Cl)cc3)nn12	-1	-6	-7
86	CC(NCCN(C)C)C(=O)C12CC3CC(CC(C3)C1)C2 (configuration not stated)	21	-5	.
87	COC(=O)C[C@@H]1C(C)(C)[C@@H](OC(C)=O)[C@@H]2CC3=C4CC(=O)O[C@@H](c5ccoc5)[C@]4(C)CCC3[C@@]1(C)C2=O (some centres not stated)	5	2	-1
88	Cc1ccc(CSc2nc(=O)n3cccc(C)c3n2)cc1	6	-6	.
89	CCc1nnc(COC(=O)c2cc(C(C)(C)C)c(O)c(C(C)(C)C)c2)o1	9	-4	.
90	CC(=O)c1cc(CN2CCCC(C(=O)Nc3ccc(-c4cscn4)cc3)C2)cs1 (configuration not stated)	1	-2&3	.

Additional entries follow.
item	mol	NPYLR7 agonist	hcGAS lum	mcGAS inh
91	CCN(CC)CCN1C(=O)c2ccccc2NC1c1ccc2c(c1)OCO2 (configuration not stated)	-9	-6	-6
92	O=C1CN(c2nc3nonc3nc2N2CCOCC2)CCN1C1CCCCC1	9	-9	.
93	COc1ccc(-c2cc(C(=O)N3CCN(C/C=C/c4ccccc4)CC3)nc3c(-c4ccccc4)c(C)nn23)cc1	-3&4	-11&-6	-9&-4
94	CC(=O)N1CCc2c(sc(NC(=O)CCSc3ccccc3)c2-c2nc3ccccc3s2)C1	4	-6	.
95	Cc1nc(SCc2ccc(C(=O)O)cc2)nc(N2CCN(c3cccc(C(F)(F)F)c3)CC2)c1C	8	-3	-5
96	CCOC(=O)c1ccc2c(c1)nc(SCc1cccc(Cl)c1F)n2Cc1ccccn1	-7	-7	-6
97	CCc1nc2c(OCCc3cccc(OC)c3)cccn2c1N(C)C(=O)c1cccs1	36	-4	-3
98	CCOc1ccc(N2C(=O)c3ccccc3NC2c2ccco2)cc1 (configuration not stated)	0	-3	.
99	O=C(O)CN1C(=O)C2C3CC(C(Br)C3Br)C2C1=O (configuration not stated)	18	-9	-4
100	Cc1ccn2c(NC(C)(C)CC(C)(C)C)c(/C=C/c3ccccc3)nc2c1	5	-6	-7
101	O=C(CSc1nc(=O)n2cc(Cl)ccc2n1)Nc1ccc(F)cc1	6	1	.
102	O=C(Nc1n[nH]c(=S)s1)c1cc2nc(-c3cccs3)cc(C(F)(F)F)n2n1	-11	-4	-3
103	Cc1ccccc1CSc1ncccc1C(=O)N1CCN(c2ccc(F)cc2)CC1	3	-5	-5
104	CCC(CC)CNC(=O)c1cc(N(C)C2CCCCC2)nc2ccccc12	6	0	3
105	CC(CN1CCCC1=O)NC(=O)Nc1cccc(S(=O)(=O)C2CCCC2)c1 (configuration not stated)	2	-8	.
106	COc1ccc2c([N+](=O)[O-])c(-n3nnc4ccccc43)[nH]c2c1	3	17	.
107	COc1ccc(CCN(Cc2sccc2C)C(=O)CN(CC(C)C)C(=O)NCc2ccccc2)cc1OC	-4	-6	-5

Part of the list above, limited to NPYLR7 agonist and hcGAS lum:
# | SMILES | NPYLR7 agonist | hcGAS lum
91 | CCN(CC)CCN1C(=O)c2ccccc2NC1c1ccc2c(c1)OCO2 (configuration not stated) | -9 | -6
92 | O=C1CN(c2nc3nonc3nc2N2CCOCC2)CCN1C1CCCCC1 | 9 | -9
93 | COc1ccc(-c2cc(C(=O)N3CCN(C/C=C/c4ccccc4)CC3)nc3c(-c4ccccc4)c(C)nn23)cc1 | -3&4 | -11&-6
94 | CC(=O)N1CCc2c(sc(NC(=O)CCSc3ccccc3)c2-c2nc3ccccc3s2)C1 | 4 | -6
95 | Cc1nc(SCc2ccc(C(=O)O)cc2)nc(N2CCN(c3cccc(C(F)(F)F)c3)CC2)c1C | 8 | -3
